Bioassay records (PubChem)
ARFGAP1 inh: inhibitors of rat ARFGAP1. AID 651572. Q62848. inhibition, % at 16.5 µM. Arfgap1-stimulated ARF1 GTP hydrolysis, GDP FP detection. 360,000 compounds, 0.26% hits;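 active means inhibition above a per-plate limit, mean inhibition of low control wells plus 3 SD, cut at about 25% in these data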;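 further: 0% = DMSO wells with enzyme and 100% = wells lacking Arfgap1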
Target sequence (Q62848 1-136 limits assumed): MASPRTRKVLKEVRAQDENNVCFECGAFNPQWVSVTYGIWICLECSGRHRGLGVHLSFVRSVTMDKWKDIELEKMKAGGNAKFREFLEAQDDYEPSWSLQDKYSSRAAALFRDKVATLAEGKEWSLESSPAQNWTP
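System: truncated rat Arfgap1 GAP domain / Benchmarks: high control wells lacking Arfgap1, low control full reaction with DMSO / Times: compound-enzyme preincubation 20 min, reaction 120 min, detection 60 min, 25 °C / Repeats: one replicate per compound / Also added: human ARF1(Δ1-17)-GTP substrate / Measured by: Tracer-displacement fluorescence polarization with EDTA stop, 620/688 nm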
NR1D1 modulator: modulators of human Rev-erb alpha DNA binding | P20393 | Rev-erbα–FITC-DNA binding, fluorescence polarization, 90 min | activity, % at 10 µM | 370,000 compounds, 0.79% hits | AID 1259318;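 active means activity above about 14%, limit read from the data; passing the limit was not always enough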;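 further: 0% = DMSO wells with 35 nM protein and 100% = DMSO wells with 750 nM protein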
Target sequence (P20393 whole entry, looked up): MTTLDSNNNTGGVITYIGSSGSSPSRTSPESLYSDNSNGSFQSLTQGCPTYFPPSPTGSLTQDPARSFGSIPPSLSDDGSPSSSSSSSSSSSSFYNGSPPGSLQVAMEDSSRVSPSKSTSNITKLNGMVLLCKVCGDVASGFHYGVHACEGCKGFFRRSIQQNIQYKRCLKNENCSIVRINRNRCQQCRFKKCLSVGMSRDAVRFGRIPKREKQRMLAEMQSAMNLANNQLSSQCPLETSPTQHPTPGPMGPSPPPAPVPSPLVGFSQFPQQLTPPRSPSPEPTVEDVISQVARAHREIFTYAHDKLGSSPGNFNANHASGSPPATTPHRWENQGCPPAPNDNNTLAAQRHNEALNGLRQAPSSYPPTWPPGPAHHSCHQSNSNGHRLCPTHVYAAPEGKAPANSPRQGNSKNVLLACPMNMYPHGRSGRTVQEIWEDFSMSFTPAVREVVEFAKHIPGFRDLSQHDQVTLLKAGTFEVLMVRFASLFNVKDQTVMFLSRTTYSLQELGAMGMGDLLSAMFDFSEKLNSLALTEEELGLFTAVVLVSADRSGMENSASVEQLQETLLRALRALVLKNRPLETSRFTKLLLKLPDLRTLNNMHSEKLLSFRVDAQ
ABHD4 inh: inhibitors of mouse ABHD4; Q8VD66; purified mABHD4, FP-Rh probe fluorescence polarization; inhibition, % at 8.92 µM; 370,000 compounds, 0.54% hits;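 active means inhibition exceeding the mean over every tested compound plus 3 SD, cut at about 30% in these data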;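 further: 0% = plate median of compound wells and 100% = S159A mutant with DMSO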
Target sequence (Q8VD66 whole entry, looked up): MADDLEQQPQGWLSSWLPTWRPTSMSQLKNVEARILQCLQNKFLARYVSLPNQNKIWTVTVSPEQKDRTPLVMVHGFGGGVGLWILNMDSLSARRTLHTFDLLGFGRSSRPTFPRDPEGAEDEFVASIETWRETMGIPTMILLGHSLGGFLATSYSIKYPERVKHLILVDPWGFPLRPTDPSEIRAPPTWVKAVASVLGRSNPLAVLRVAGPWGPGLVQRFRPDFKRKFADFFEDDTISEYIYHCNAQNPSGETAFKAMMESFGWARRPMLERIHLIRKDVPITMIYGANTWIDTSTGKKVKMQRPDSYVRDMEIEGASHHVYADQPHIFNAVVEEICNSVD
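system = mouse ABHD4 enzyme, wild type | medium = HEPES pH 7.0, NaCl, Pluronic buffer | also added = FP-Rh probe | incubation = Enzyme–compound pre-incubation 45 min, then probe 60 min, both 25 °C | technique = fluorescence polarization, excitation 525 nm, emission 598 nm, BODIPY TMR filters | controls = S159A mutant high control, sample median low control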
SMARCA2 activ: increases SMARCA2 function in MMTV reporter cells; MG213 cells, MMTV-luciferase reporter, dexamethasone, overnight; activation, % at 9.1 µM; 370,000 compounds, 1% hits; in the data active means activation above about 7.8%;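 further: 0% = vehicle wells and 100% = reference activator wells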
PG9 Ab binder: PG9 antibody binding by small molecule; TR-FRET gp120-PG9 antibody binding; inhibition, % at 6.7 µM; 360,000 compounds, 0.43% hits; in the data active means inhibition above about 8.5%
GC-B act: GC-B (human) receptor activation; P20594; HEK293-GC-B cells, CNP EC30, cGMP TR-FRET; 0% at EC30 CNP, 100% saturating CNP; activation, % at 10 µM; 370,000 compounds, 0.11% hits;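 active means activation at 10 µM reaching about 35% in either raw or pattern-adjusted values, limit read from the data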
HTRA1 inhibitor: HTRA1 (human) protease inhibition; Q92743; recombinant HTRA1, FP-rhodamine activity-based probe, fluorescence polarization; inhibition, % at 5.96 µM; 340,000 compounds, 0.5% hits; AID 504803; in the data active means inhibition above about 36%;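 further: 0% = enzyme with DMSO and 100% = wells lacking enzyme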
ASAP1 GAP inh: ASAP1 ArfGAP inhibition. ASAP1-stimulated ARF1 GTP hydrolysis, GDP FP detection. inhibition, % at 16.5 µM. 360,000 compounds, 0.19% hits. AID 624377; in the data active means inhibition above about 25%;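 further: 0% = vehicle with enzyme and substrate and 100% = no enzyme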
NPR1 activator: GC-A (human) enzyme activation; P16066; HEK293 GC-A cells, cGMP TR-FRET, EC30 ANP; 0% at EC30 ANP, 100% saturating ANP; activation, % at 10 µM; 370,000 compounds, 0.14% hits; in the data active means activation above about 40%
rCAG RNA binder: molecules binding r(CAG) RNA repeats. inhibition, % at 3 µM. 370,000 compounds, 1.3% hits. r(CAG) RNA repeat, TO-PRO-1 dye displacement fluorescence;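 active means inhibition above the plate cutoff, the mean of all test compounds on that plate plus 3 SD, cut at about 35% in these data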;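 further: 0% = DMSO alone and 100% = 100 µM mitoxantrone as full dye displacement; higher means more dye released from RNA so lower well fluorescence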
An asterisk follows results filed as active; . = no result given.

SMILES	ARFGAP1 inh	NR1D1 modulator	ABHD4 inh	SMARCA2 activ	PG9 Ab binder	GC-B act	HTRA1 inhibitor	ASAP1 GAP inh	NPR1 activator	rCAG RNA binder
N#Cc1c(-c2ccc(F)cc2)cc(-c2ccccc2)nc1SCC(=O)NCC(=O)O	-4	5	-2	-2	-0.1	0	-6	2	4	23
CN(C)S(=O)(=O)c1ccc(N2CCCC2)c(C(=O)Nc2ccccc2F)c1	-2	0	2	-1	0.1	8	4	-2	1	-4
CC(C)Nc1nc(Cl)nc(N(C#N)CN2C(=O)c3ccccc3S2(=O)=O)n1	-6	8	1	5	1.6	1	3	2	11	1
CCOC(=O)N1CCN(C2=C(NS(=O)(=O)c3ccc(Br)cc3)C(=O)c3ccccc3C2=O)CC1	-1	4	7	-2	-3.5	-2	5	-3	2	7
Cc1cccc(NC(=O)CCN2CCOCC2)c1	8	1	-16	-3	0.4	7	6	-3	-3	2
C[C@@H]1CN(C(=O)c2ccc(OC3CCN(S(=O)(=O)N(C)C)CC3)cc2)C[C@H](C)O1	-2	-3	0	-3	-1.8	-1	2	-2	0	-8
Cc1ccc(CNS(=O)(=O)c2c(C)[nH]c(C)c2C(=O)N2CCCCC2)cc1	-5	-9	-8	-2	1.1	-1	-1	-5	-6	-3
COc1ccc(NC(=S)NCCCN2CCCC2=O)c(OC)c1	9	-1	0	1	-1.1	-1	0	1	2	-1
CCOC(=O)c1c(C)[nH]c(C(=O)/C(C#N)=C/c2ccc(OCC)cc2)c1C	1	4	-13	-4	-2.0	-1	-12	-9	1	12
COC(=O)Cn1c(=NC(=O)c2cc(-c3cccs3)nc3ccccc23)sc2cc(S(N)(=O)=O)ccc21	3	3	-105	-2	-1.8	1	-124	1	6	31
O=C(NC(Cc1c[nH]c2ccccc12)c1nnc2n1CCCCC2)c1cccs1 (configuration not stated)	-1	2	4	0	1.8	1	-1	-4	-1	1
CCCCOCCCNC(=O)C[C@@H]1C[C@@]2(C(=O)OC)CC(C)(C)CC=C2N(Cc2ccccc2)C1=O	11	-2	-1	-2	1.7	-7	.	-4	-5	-1
COc1cccc(CN(C)C(=O)c2cccc(OC3CCN(C4CCCC4)CC3)c2)c1	8	3	4	-2	0.9	-1	1	0	-1	-9
COC(=O)c1c(NC(=O)c2ccc(S(=O)(=O)N3CC(C)OC(C)C3)cc2)sc2c1CCN(C)C2 (configuration not stated)	-11	5	6	0	3.2	0	6	-5	0	2
CCCN1CCC(=O)N([C@H](CO)c2ccccc2)CC1	-2	-2	-2	1	-0.2	2	3	-8	1	0
COc1ccc(-c2ccnc3c(C#N)cnn23)cc1	8	2	0	0	0.7	-3	-1	-4	6	0
CC1(Cc2ccccc2OC(F)(F)F)C(=O)Nc2ccc(OC(F)(F)F)cc21 (configuration not stated)	18	73*	-12	-3	-0.1	-9	.	-6	-4	-2
CC(=O)C1CCCN(C(=O)c2ccc3oc(CCc4ccccc4)nc3c2)C1 (configuration not stated)	4	-3	2	2	1.7	-6	3	-4	5	-9
O=C(O)CC1(CC(=O)NCc2ccc(F)cc2)CCCCC1	-4	7	7	-2	-2.2	-1	-1	1	2	2
CN(Cc1ccc(Cl)s1)C(=O)CN1C(=O)N(C)C2(CCCCC2)C1=O	-1	11	-2	0	-0.8	1	5	-7	4	-4
COc1ccc(NC(=O)CN(C)C(=O)c2cn(-c3ccccc3)nc2-c2ccc(F)cc2)cc1	-9	-1	-12	-4	0.8	-4	-46	7	-1	6
C=CCC(Nc1ccco1)c1ccccc1 (configuration not stated)	-14	4	5	-2	0.6	-6	4	4	-3	4
Cc1cccc(N(CC(=O)Nc2ccc(F)cc2)S(C)(=O)=O)c1	-12	-3	3	2	-0.1	-5	-7	-12	-2	-1
O=C(O)c1cccc(Nc2ncnc3ccc(Br)cc23)c1	0	-3	-6	-1	0.9	1	2	-6	6	2
O=C(c1cccs1)N1CCN(c2ccccc2)CC1	6	0	-1	-2	-1.5	0	2	-2	-3	-2

Next compounds follow:
SMILES	ARFGAP1 inh	NR1D1 modulator	ABHD4 inh	SMARCA2 activ	PG9 Ab binder	GC-B act	HTRA1 inhibitor	ASAP1 GAP inh	NPR1 activator	rCAG RNA binder
Cc1ccc(C(=O)NNC(=O)c2csc(N3CCOCC3)n2)s1	-4	-9	7	0	0.6	2	1	-8	1	-1
Nc1cc(=O)[nH]c(SCC(=O)Nc2ccc(N3CCCCC3)cc2)n1	11	-4	5	-2	-2.0	3	10	5	-1	10
CC(=O)Nc1ccc(NS(=O)(=O)c2ccccc2)c2ccccc12	-9	-1	2	-4	-1.1	-4	6	5	1	2
Cn1ccc2c(N3CCC3)cc3c(c21)C1CCC3O1 (configuration not stated)	-3	-5	11	-4	-13	8	.	1	-6	4
OC(c1ccccc1)(c1ccccc1)C1CCN(CCCOc2cccc(OC(F)(F)F)c2)CC1	-5	1	14	-6	0.3	-3	.	0	-10	1
CCC(C)NC(=O)c1oc2ccc(S(=O)(=O)N3CCC4(CC3)OCCO4)cc2c1C (configuration not stated)	-3	-8	3	-3	-1.6	9	1	-5	3	-1
Cc1ncc(CO)c(/C=N/NC(=S)Nc2ccc(F)cc2)c1O	1	3	1	-3	-3.3	0	22	5	1	13
COc1ccc(/C=N/Nc2cc(C)nc(N)n2)cc1	18	0	3	2	1.6	-1	6	12	-3	1
CCCCN(C(=O)CSCc1ccc(C)cc1)c1c(N)n(CCC)c(=O)[nH]c1=O	5	0	-1	-5	0.5	-8	1	4	1	-1
Cc1cc(Nc2cc(C(F)(F)F)cc(C(F)(F)F)c2)cc(=O)n1-c1cc(C(F)(F)F)cc(C(F)(F)F)c1	5	-1	-2	-1	0.5	-3	.	-10	1	0
CCC(C)(C)NC(=O)C(c1ccc(F)cc1)N(Cc1cccc(OC)c1)C(=O)c1cnccn1 (configuration not stated)	8	6	-1	0	-0.7	-4	4	-18	-10	-4
O=C(/C=C/c1ccco1)c1cccc([N+](=O)[O-])c1	2	-6	28	-2	-1.2	-1	7	-2	-5	39*
CCOc1ccc(CC(=O)NNC(=O)/C=C/C(=O)O)cc1	11	3	-5	-3	-1.6	-2	-12	-1	1	-2
CCCN1CCN(CCCNC(=O)CCN2C(=O)COc3ccccc32)CC1	-3	-3	9	1	1.2	4	0	4	5	-1
c1cnc(Sc2ccc3nnnn3n2)nc1	7	-1	-3	0	0.7	1	4	1	-8	-2
CSc1nc(SC)c2c3c(oc2n1)COC(C)(C)C3	-1	5	-2	0	-1.1	-4	-1	6	-6	-2
Cc1cccc(-n2ncc3c2CCCC3NC(=O)CCN2CCCO2)c1C (configuration not stated)	0	-2	-1	-3	1.6	-6	6	-7	-1	-6
CC(c1ccccc1)N1CCC(CNC(=S)Nc2cccc(Cl)c2)C1 (configuration not stated)	-3	-2	-4	0	-1.3	-7	0	16	-18	-3
COc1ccc(NC(=O)CN(C)C(=O)Cc2coc3cc(C)c(C)cc23)cc1	1	9	3	-2	0.7	-3	-24	-8	1	8
Cc1cc(C)c(N=Cc2c(O)c3ccccc3oc2=O)c(C)c1	-7	-1	-2	0	-1.0	3	-4	-1	-3	-2
COC(=O)CC1NCCNC1=O (configuration not stated)	-5	-2	-2	6	-1.1	15	1	6	3	2
Cc1occc1C(=O)NNC(=O)COc1ccc(Br)cc1Br	-3	-1	-4	0	-0.3	-2	-8	-12	2	0
COc1ccc(CCN2C(=O)c3ccncc3C2=O)cc1OC	8	6	2	-1	-0.5	6	-1	3	-1	-3
CCNC(=O)C1CCCN(C(=O)c2cccc(Cl)c2)CC1 (configuration not stated)	-4	7	-1	1	0.1	3	.	-4	4	3
CC(=O)CC(=O)Nc1ncccn1	5	-6	-6	-2	-1.5	-2	5	-4	-1	-1

Further structures follow:
SMILES	ARFGAP1 inh	NR1D1 modulator	ABHD4 inh	SMARCA2 activ	PG9 Ab binder	GC-B act	HTRA1 inhibitor	ASAP1 GAP inh	NPR1 activator	rCAG RNA binder
CCn1nc(C)c(CN2CCc3c([nH]c4ccccc34)C2c2ccc(F)c(OC)c2)c1C (configuration not stated)	-2	7	-6	1	-2.4	-6	-23	-1	-11	-5
COc1cccc(-n2c(CNC(=O)OC(C)(C)C)n[nH]c2=S)c1	13	-6	6	-1	1.4	6	-8	-5	2	1
Cc1cc(NC(=O)CCNS(=O)(=O)c2ccc3[nH]c(=O)oc3c2)ccc1Br	1	1	2	0	0.4	-4	-6	-6	2	11
CCc1cc2c(=O)n(Cc3ccco3)c(SCC(=O)N3CCCc4ccccc43)nc2s1	1	4	1	7	-3.4	-5	-52	-5	-5	8
Cc1cc(C)n(-c2nc3ccccc3c3nc(C)nn23)n1	-5	5	0	1	0.3	8	-3	3	0	2
CCOc1cccc(C2C(C(=O)c3ccc(C)o3)=C(O)C(=O)N2CCCn2ccnc2)c1 (configuration not stated)	11	0	1	-1	9.1*	3	1	-2	1	4
Cc1c(C(=O)NNC(=O)c2ccccc2O)oc2ccc(Br)cc12	-7	6	-8	-1	-0.6	3	41*	2	-1	40*
COc1ccc(C2Nc3ccccc3C(=O)N2c2ccc(F)cc2)cc1CSc1ccccn1 (configuration not stated)	1	30*	2	-1	-7.5	-4	-9	-1	-24	-1
O=c1ccn([C@@H]2O[C@H](CNCc3ccccc3OCc3ccc(Cl)cc3Cl)[C@@H](O)[C@H]2O)c(=O)[nH]1	1	-6	9	-3	0.8	-4	.	2	0	-1
O=C(/C=C/c1ccc([N+](=O)[O-])cc1)N1CCN(S(=O)(=O)c2ccccc2)CC1	4	-6	3	0	-1.3	-6	2	9	-5	3
Cc1ccnc(SCC(=O)N2CCN(C(c3ccccc3)c3ccccc3)CC2)n1	4	7	-1	-3	-1.7	-7	-17	4	-8	-5
COc1cc(COC(=O)c2cnc(C)cn2)c(OC)cc1Br	-1	-1	2	-1	-0.5	-6	-1	3	-1	3
CC(C)OCCCNC(=O)c1ccc2c(c1)ncn2C1CCCC1	0	-7	1	0	0.0	3	-10	-4	2	2
COc1cc([N+](=O)[O-])ccc1NC(=O)COC(=O)CCOc1ccc(C)cc1	7	-3	7	0	1.0	16	-2	2	15	3
O=c1cnnc(SCc2ccc([N+](=O)[O-])cc2)[nH]1	-4	1	-2	-2	-0.7	-4	6	5	0	6
Cc1nc2ccc(Cl)cc2c(-c2ccccc2)c1CC(=O)O	3	-1	-1	-2	2.6	0	6	7	-1	6

Another view of part of the listing above.
Compound | ARFGAP1 inh | NR1D1 modulator | ABHD4 inh | SMARCA2 activ | PG9 Ab binder | GC-B act | HTRA1 inhibitor | ASAP1 GAP inh | NPR1 activator | rCAG RNA binder
C=CCC(Nc1ccco1)c1ccccc1 (configuration not stated) | -14 | 4 | 5 | -2 | 0.6 | -6 | 4 | 4 | -3 | 4
Cc1cccc(N(CC(=O)Nc2ccc(F)cc2)S(C)(=O)=O)c1 | -12 | -3 | 3 | 2 | -0.1 | -5 | -7 | -12 | -2 | -1
O=C(O)c1cccc(Nc2ncnc3ccc(Br)cc23)c1 | 0 | -3 | -6 | -1 | 0.9 | 1 | 2 | -6 | 6 | 2
O=C(c1cccs1)N1CCN(c2ccccc2)CC1 | 6 | 0 | -1 | -2 | -1.5 | 0 | 2 | -2 | -3 | -2
Cc1ccc(C(=O)NNC(=O)c2csc(N3CCOCC3)n2)s1 | -4 | -9 | 7 | 0 | 0.6 | 2 | 1 | -8 | 1 | -1
Nc1cc(=O)[nH]c(SCC(=O)Nc2ccc(N3CCCCC3)cc2)n1 | 11 | -4 | 5 | -2 | -2.0 | 3 | 10 | 5 | -1 | 10
